HSF-1 act – increases HSF-1 driven luciferase reporter signal; NIH3T3-HGL HSF-1 luciferase reporter, MG132, 8 h; 100% = twice DMSO control signal; activation, % at 9 µM; actives 1.7% (n = 300,000); AID 504408;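 active means mean replicate activation of at least 50% with a set share of replicates each reaching 50%; inconclusive means only one of those two conditions met; inactive means mean below 50% and too few replicates reaching it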;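 further: 0% = median of the neutral control wells and 100% = twice that signal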
Platelet DG rel – modulates dense granule release in human platelets. human platelet-rich plasma, SFLLRN dense granule ATP release, luminescence. inhibition, %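 (compounds screened at 7.5 µM in platelet-rich plasma)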. actives 0.22% (n = 300,000);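 active means mean replicate score, as percent of positive control, at or above 50; inconclusive means mean below 50 but at least one replicate at or above 50; inactive means mean and every replicate below 50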
HIF act – HIF pathway transcriptional activation. AID 1910. activation, % at 7.5 µM (by protocol). U2OS HRE-luciferase reporter, luminescence; normalized: DMSO 0%, desferrioxamine 100%. actives 0.32% (n = 300,000);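 active means mean activation of at least 10% of the iron chelator positive control signal, with at least half of replicates also reaching 10%; inconclusive means mean and replicate majority disagree about reaching 10%; inactive means mean and most replicates under 10%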
HSP90 inh – inhibitors of HSP90 luciferase refolding in rabbit reticulocyte lysate | luciferase refolding luminescence, 3 h | inhibition, % at 5.6 µM | actives 0.91% (n = 290,000) | AID 1789;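 active means inhibition above the screen-wide mean plus 3 SD, computed separately per campaign, cut at about 16% in these data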;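 further: 0% = DMSO wells and 100% = 60 µM geldanamycin wells; inhibitors lower the luminescence because luciferase stays unfolded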
AI-2 QS modul – Vibrio harveyi AI-2 quorum sensing modulation. actives 0.4% (n = 300,000). Vibrio harveyi JMH597 AI-2 luminescence/OD600 ratio, 9 h; stronger effect = lower value; strain lacks LuxN and CqsS sensors; 0 = neutral-control median. activity change, % at 7.5 µM; in the data active means activity change below about -75%, passing the limit was not always enough; inconclusive means no clear call, values can overlap the other calls;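 further: luminescence divided by OD600 gain over 9 h not by final OD600 alone; inactives centre near 13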
HDAC3 inh – inhibitors of human histone deacetylase 3; O15379; recombinant HDAC3, fluorogenic peptide/trypsin coupled, fluorescence; inhibition, % at 8.3 µM; actives 0.15% (n = 320,000); in the data active means inhibition above about 26%, passing the limit was not always enough; inconclusive means no clear call, values can overlap the other calls
Target sequence (O15379 whole entry, looked up): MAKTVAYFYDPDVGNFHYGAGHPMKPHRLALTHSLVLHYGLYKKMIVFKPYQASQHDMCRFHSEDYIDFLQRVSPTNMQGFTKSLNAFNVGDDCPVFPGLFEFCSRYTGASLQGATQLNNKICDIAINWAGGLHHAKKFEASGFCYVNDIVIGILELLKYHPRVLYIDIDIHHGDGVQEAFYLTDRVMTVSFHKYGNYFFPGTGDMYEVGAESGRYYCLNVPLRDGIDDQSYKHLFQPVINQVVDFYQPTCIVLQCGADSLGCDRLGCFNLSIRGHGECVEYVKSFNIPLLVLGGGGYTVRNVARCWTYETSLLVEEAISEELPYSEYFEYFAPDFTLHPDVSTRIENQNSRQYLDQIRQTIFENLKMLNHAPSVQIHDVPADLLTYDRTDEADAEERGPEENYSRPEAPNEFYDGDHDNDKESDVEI
KLF5 inhibitor – suppresses KLF5 promoter-driven expression. DLD-1 KLF5 promoter-luciferase reporter, luminescence. inhibition, % at 5 µM. actives 0.23% (n = 290,000);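 active means inhibition above a per-plate limit of that plate's mean compound inhibition plus 3 SD, cut at about 60% in these data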;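 further: 0% = DMSO wells and 100% = LY294002 at 200 µM; higher means less KLF5 promoter-driven luciferase light; inactives centre near -14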
HSF1 inhib – HSF1 inhibition. NIH3T3-HGL HSE-luciferase, MG132-induced, luminescence 8 h; stronger effect = lower value. activity change, negative = inhibition, % at 7.5 µM (by protocol). actives 0.77% (n = 300,000). AID 2098;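 active means more than half of replicate wells show activity change below -50%, luminescence cut by over half; inconclusive means some wells, but at most half, below -50%; inactive means no replicate well below -50%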;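 further: luciferase reports HSF-1 transcriptional activity via heat shock element; 0% = median of DMSO wells and -100% = zero luminescence signal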
aSyn UTR inh – 5' untranslated region of α-synuclein, MLPCN primary screen; actives 0.82% (n = 300,000); inhibition, % (tested at 7.5 µM); alpha-synuclein 5'UTR reporter, inhibitor activity; in the data active means inhibition above about 60%; inconclusive means no clear call, values can overlap the other calls;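 further: H4 neuroglioblastoma cells stably carrying SNCA 5'UTR luciferase fusion; 0% = DMSO wells and 100% = positive control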
IEC-6 tox – IEC-6 cytotoxicity, counter-screen for KLF5 inhibitors; luminescence viability; inhibition, % at 5 µM; actives 0.78% (n = 290,000); AID 1825; in the data active means inhibition above about 22%;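 further: 0% = plate median of test compound wells and 100% = cytotoxic reference compound wells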
Active calls of the source: *; ? = inconclusive; nt = not tested or not shown.

SMILES	HSF-1 act	Platelet DG rel	HIF act	HSP90 inh	AI-2 QS modul	HDAC3 inh	KLF5 inhibitor	HSF1 inhib	aSyn UTR inh	IEC-6 tox
COCCNC(=O)/C(C#N)=C/c1c(N2CCN(c3ccc(OC)cc3)CC2)nc2c(C)cccn2c1=O	-10	0	-3.1	3	40	-15	-8	-3	-5	-2
Nc1cc(Cl)nc(N/N=C/c2ccc([N+](=O)[O-])cc2)n1	-2	0	-0.4	-1	21	3	-44	-3	14	3
CC(Oc1ccc2c(-c3ccccc3)cc(=O)oc2c1)C(=O)NCCCn1ccnc1 (stereo not drawn)	-3	1	0.3	-2	38	8	-16	7	3	2
CCCCCCCCCCCCCCCC(=O)NCCc1c[nH]c2ccccc12	-1	6	-0.1	3	-16	6	-2	-2	-13	2
CCCCCCCCCCOC(=O)Cn1c(COc2ccc(C)cc2)[n+](C)c2ccccc21	-8	-1	-1.9	9	53	36*	-14	3	26	3
Oc1ccc(/C=C/c2ccc3cccc(O)c3n2)cc1Br	-5	13	6.7	-10	28	-1	-182	-13	-200	-7
CCC(C(=O)NCc1cccnc1)n1nc(C)n2c(cc3occc32)c1=O (stereo not drawn)	-14	-5	-0.2	-3	5	3	-3	-4	-1	-2
CCOc1ccc(-n2cnnn2)cc1S(=O)(=O)N1CCC(C)CC1C (stereo not drawn)	6	-1	0.1	-1	7	3	-5	-1	15	6
CCC(C(=O)NC(C)(C)C)N(C(=O)Cn1nnc(-c2ccccc2F)n1)c1cnc2ccccc2c1 (stereo not drawn)	2	2	0.2	-7	8	-1	6	-2	13	-9
COc1ccc(OCC(=O)OCC(=O)NCc2ccco2)cc1	-11	-3	-0.7	0	19	-7	-22	-10	-5	-2
COCCn1c(-c2ccc(OC(F)(F)C(F)C(F)(F)F)cc2)nc2c1c(=O)[nH]c(=O)n2CC(C)C (stereo not drawn)	nt	nt	nt	1	nt	14	-34	nt	nt	0
O=S(=O)(NOCc1ccc(Cl)cc1)c1ccc(Cl)cc1	-5	-5	-0.7	-9	-42	-6	-43	13	-8	-7
O=C(CN(Cc1ccccc1Cl)C(=O)CN1C(=O)CSc2ccccc21)NC1CC1	-9	5	0.5	-5	7	2	13	-4	-10	-1
C=CCn1c(=N)n(CC(=O)OCC)c2ccccc21	nt	nt	nt	-3	16	0	16	nt	nt	-7
O=C(O)CC(SCC(=O)Nc1ccccc1)C(=O)O (stereo not drawn)	11	-1	-0.1	1	16	-10	-14	4	23	-7
Cc1cccc(NC(=O)NNC(=O)c2c(Cl)c(C)nn2C)c1	9	12	-0.2	-5	12	2	-13	-2	-13	-4
CCn1nnc(-c2ccc(N)cc2)n1	-10	4	0.4	3	32	1	11	-5	-9	-5
Cc1ccccc1CN(c1ccc(C(=O)NCc2ccccn2)cc1)S(C)(=O)=O	-7	2	0.5	-2	17	3	-12	1	8	0
COc1ccccc1N1C(=O)c2ccc(C(=O)Nc3nccs3)cc2C1=O	-8	1	-0.2	-3	34	-1	-21	-13	-2	-3
COc1ccccc1NS(=O)(=O)c1cccc(C(=O)N/N=C/c2ccc(OCC(=O)O)cc2)c1	-1	15	0.2	2	31	5	6	-4	-8	10
CC1(C)NC(=O)N(CC(=O)OCC(=O)NC(=O)c2ccccc2)C1=O	-8	-21	0.0	nt	35	nt	nt	-4	20	nt
N/C(=N\OS(=O)(=O)c1ccc2ccccc2c1)c1cccnc1	15	-5	-0.2	-1	26	0	14	1	12	1
C#CC[N+](C)(C)CCN1C(=O)C2C(c3ccccc3)C=CC(c3ccccc3)C2C1=O (stereo not drawn)	-6	4	0.8	-1	-3	5	7	-4	-11	0
CCOCCCNC(=O)Cc1cc(=O)[nH]c(=O)[nH]1	1	1	0.0	-3	19	nt	-18	-1	-9	-1
CNC(=S)/N=C(\Nc1ccc(C)cc1)c1ccccc1	20	-3	1.8	-2	-6	1	4	2	-1	7
CC(C)CN(C(=O)c1ccco1)c1nc2ccccc2s1	-5	-4	0.3	2	16	8	-8	5	-32	4
Cc1ccc(NC(=O)CSc2nc3ccccc3c3nc(CCn4cncc4C)nn23)c(C)c1	-1	6	0.2	1	-7	nt	-27	-5	0	-6
COc1ccc(OC)c(C(C(=O)NCc2ccco2)N(C(=O)Cn2nnc3ccccc32)C(C)C)c1 (stereo not drawn)	3	2	-0.1	1	14	-1	-24	5	-19	-2
COc1cc2cc[n+](Cc3ccc([N+](=O)[O-])cc3)cc2cc1OC	-34	23	-6.1	-2	19	0	-16	-22	2	-1
Cn1c(=O)c2cc(S(=O)(=O)NCCC(=O)NCC3CCCO3)ccc2n(C)c1=O (stereo not drawn)	12	-3	0.0	-1	-8	-5	-12	-3	-4	-4
CCOC(=O)c1cc(-c2csc(N/N=C/c3ccccc3Cl)n2)on1	nt	nt	nt	-1	5	3	-19	nt	nt	-3
O=Cc1c(NCCN2CCOCC2)c2ccccc2[nH]c1=O	-6	-5	-0.1	2	0	-1	-26	-5	-7	2
CN(CC(=O)Nc1ccc(N2CCOCC2)cc1)C(=O)CC(c1ccccc1)c1ccccc1	nt	nt	nt	-1	16	0	1	nt	nt	-3
COc1ccc(CCNC(=O)NS(=O)(=O)c2ccc(C)cc2)cc1OC	1	-2	1.4	2	24	0	-59	-5	9	-8
Cc1cc(C(=O)NCCC(C)C)c2ccccc2n1	2	-3	-1.1	-2	15	5	-10	4	2	1
CC1CCC(NC(=O)Cn2c3c(c(-c4ccccc4Cl)cc2=O)CCC3)CC1 (stereo not drawn)	-9	7	-0.1	2	20	-7	-36	0	17	-2
COC(=O)c1ccc(CSc2ccc3nnc(-c4ccc(OC)cc4)n3n2)o1	8	-2	-0.9	-1	12	-3	-24	-2	44	-5
Nc1nnc(SCC(=O)N2CCN(c3ccccc3)CC2)n1-c1ccccc1	-5	-4	-1.4	-1	10	-10	-28	-6	-9	-2
CCOC(=O)NC(NCC(O)c1ccccc1)(C(F)(F)F)C(F)(F)F (stereo not drawn)	-3	-22	-0.2	6	16	1	-13	-9	15	2
COc1ccc(-c2cnc(OC(C)(C)C)nc2OC(C)(C)C)cc1OC	5	11	0.0	-3	18	-2	-15	-3	22	3
Cc1c(-c2ccccc2)n[nH]c1C(=O)N=Nc1c(O)[nH]c2ccccc12	49	-11	0.5	-2	9	?	-3	18	-39	1
COCCN1Cc2cccc(C(=O)NCc3ccccc3OC)c2C1=O	2	-8	-0.2	6	10	7	-16	9	15	5
Cc1ccc(-n2c(SCC(=O)NCc3ccco3)nc3c(sc4ccccc43)c2=O)cc1	-3	10	0.7	1	6	1	-13	-2	10	1
O=C1CCCc2[nH]c3cccc(/C(=C/c4ccccc4)c4ccccc4)c3c21	0	2	0.6	-6	18	5	-5	4	11	0
CN(C)c1nc(OCCNC(=O)COc2ccc(Cl)cc2Cl)nc(N2CCOCC2)n1	11	-11	0.4	-1	16	4	-18	3	6	-3
C#CC1(NC(=O)N(C)C)CCCCC1	-27	-5	0.2	0	7	-2	1	-6	9	-1
Nn1cc(-c2ccccc2)nc1SCC(=O)NCC1CCCO1 (stereo not drawn)	13	6	0.6	-4	23	0	-9	9	-5	2
CCOc1ccc(NC(=O)CCC(=O)NNC(=O)Nc2cccc(Cl)c2)cc1	-27	2	-1.1	0	28	3	-19	-15	-6	2
O=C(CN1CCc2ccccc2C1)c1cccs1	8	0	0.5	-3	14	1	6	-4	-25	2
CC(=O)Nc1cc(NC(C)=O)cc(C(=O)OCC(=O)c2ccc3c(c2)OCO3)c1	4	5	1.4	nt	4	-1	nt	-2	-6	nt
CCCN1CC(=O)N2C(c3cccc(OC)c3OC)c3[nH]c4ccccc4c3C[C@H]2C1=O (stereo partly drawn)	15	3	0.3	5	13	10	1	2	12	2
O=C(c1cc2ccccc2oc1=O)N(Cc1cccc(Br)c1)C1CCS(=O)(=O)C1 (stereo not drawn)	nt	nt	nt	2	32	-3	-1	nt	nt	3
Nc1ccccc1NC(=O)c1ccccc1	34	0	25*	-2	15	75*	14	4	-154	0
CN(Cc1cccc(Cl)c1Cl)c1ccc(S(=O)(=O)N2CCCCC2)cc1[N+](=O)[O-]	5	-6	-2.9	-7	10	2	6	2	39	0
CC(C)CCNC(=O)c1cc2c(=O)[nH]c3ccccc3c2s1	18	-4	0.6	3	8	2	-30	10	-30	-1
COc1cc2[nH]c(=O)n3nc(-c4ccccc4)nc3c2cc1OC	-9	-12	0.6	-1	11	-3	-23	-3	-19	-3
Cc1ccc(S(=O)(=O)N2CCC(NC(=O)c3cccnc3)CC2)cc1Cl	0	-8	-0.4	-2	47	3	-2	-1	14	2
CCOc1cccc(CNn2cnnc2)c1OCc1ccccc1Cl	1	17	0.1	-9	16	-6	-24	0	26	-5
CCc1ccc(NC(=O)CN(c2cccc(C)c2)S(C)(=O)=O)cc1	19	4	-0.2	0	11	0	-9	1	-41	-3
C=CCOc1c(Br)cc(CNc2ccc(NC(=O)C(C)C)c(OC)c2)cc1OCC	13	2	0.4	0	-3	-1	-4	-4	23	11

Next part
SMILES	HSF-1 act	Platelet DG rel	HIF act	HSP90 inh	AI-2 QS modul	HDAC3 inh	KLF5 inhibitor	HSF1 inhib	aSyn UTR inh	IEC-6 tox
C=CCN1C(=O)c2ccc(C(=O)N(C)Cc3ccc(C)o3)cc2C1=O	8	1	0.0	nt	-1	-3	nt	-1	3	nt
O=C(COC(=O)c1cc(S(=O)(=O)N2CCCCC2)ccc1N1CCOCC1)NCCc1ccc(F)cc1	14	-1	-0.4	-10	5	0	-4	1	10	0
O=C(NCCS(=O)(=O)N1CCN(c2ccccc2F)CC1)c1ccc(F)c(F)c1	-9	nt	-1.1	nt	17	-11	nt	-5	5	nt
O=C(NCCc1nnc2ccc(SCC(=O)N3CCOCC3)nn12)c1ccccc1	8	6	-0.1	3	15	-6	-29	-2	19	-3
CCC(=O)Nc1ccc(Cl)c(NC(=S)NC(=O)COc2ccccc2)c1	5	-2	-0.4	-6	8	2	6	5	1	-4
CCOC(=O)NC(=S)Nc1ccc(C(C)(C)C)cc1Br	44	-6	1.1	1	4	7	-24	18	-36	3
COc1ccc(OCc2cnc(Cl)s2)cc1	22	-1	0.7	5	-1	-7	-18	16	-82	4
O=C(CSc1nnc(CNC(=O)c2cccs2)o1)Nc1ccccc1F	9	4	1.5	-5	26	-5	-41	1	5	-7
COc1cc(OC)cc(C(=O)Nc2ccccc2C(=O)NCc2cccnc2)c1	-9	4	1.0	-7	7	0	8	-1	15	2
CCN(CC)c1ccc(/C=N/NC(=O)c2ccoc2C)c(O)c1	-9	117*	64*	7	0	-4	-52	8	-31	12
CCc1nnc(NC(=O)c2ccc(-c3ccc(F)cc3)o2)s1	13	0	0.0	-1	26	2	-16	0	-26	0
COc1ccc(CSCC(=O)Nc2ccc(S(=O)(=O)N3CCCCCC3)cc2)cc1	-8	3	?	-2	-2	2	8	0	3	6
O=C(COC(=O)c1ccc(S(=O)(=O)N2CCCC2)cc1)Nc1ccc(F)cc1F	10	0	-0.2	4	21	9	7	-8	-32	2

Compound activity as filed in PubChem BioAssay.
